Compound activity as filed in PubChem.
HepG2 viability = qHTS for Inhibitors of TGF-b: Cytotox Counterscreen. HepG2 CAGA-GFP viability, ATP luminescence, 18 h. Potency, µM (doses to about 46.1 µM), inactives show at the top dose activity change, negative = cytotoxicity, hits mostly cytotoxic. 0.76% of 410,000 active; note: potency is the fitted concentration of half-maximal effect; some results filed as inactive show a strong effect at the top dose
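HepG2 CAGA-GFP cells (1000/well, DMEM with 1% FBS) received compound, then TGF-beta at 500 pg/mL final, and were incubated 18 hours at 37 degrees C. Viability was read by CellTiter-Glo luminescence. Media-only wells were set as complete cell-killing and DMSO as no toxicity.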
TGFb SMAD3 inh = qHTS for Inhibitors of TGF-b; HepG2 CAGA-GFP TGF-b/SMAD3 reporter, GFP fluorescence, 18 h; TGF-beta stimulated, 500 pg/mL final; Potency, µM (highest dose often 46.1 µM), without a hit: top-dose activity, negative = inhibition, actives largely listed as inhibitors; 1.2% of 410,000 active; note: potency is the fitted concentration of half-maximal effect; % is set by controls: 0 for no effect and ±100 for the full control effect; nearly all actives have a fitted effect of over 65% in size
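HEPG2 CAGA-GFP cells (1000/well, DMEM with 1% FBS) were pre-incubated 2 h at 37 degrees C, given compound by pin tool, then stimulated with TGF-beta at 500 pg/mL final for 18 h before per-cell GFP fluorescence imaging.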
A549 viability = Nrf2 qHTS screen for inhibitors: counterscreen for cytotoxicity; 0.16% of 390,000 active; A549 ARE-Fluc cells, CellTiter-Fluor viability, 18-24 h; Potency, µM (highest dose often 46 µM), inactives show top-dose activity change, negative = cytotoxicity, actives largely listed as inhibitors; AID 504648, 2011; note: potency is the fitted concentration of half-maximal effect; % is set by controls: 0 for no effect and ±100 for the full control effect
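A549 ARE-Fluc cells in 5% FBS OPTI-MEM, 5000 cells/well, rested 2 h then exposed to compounds in concentration-response for 18-24 h at 37 °C. Viability by CellTiter-Fluor fluorescence (Ex 405/Em 525) after 30 min; luciferase luminescence (BugLite, 15 min, RT) read afterwards.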
MCF10A rereplic = A quantitative high throughput screen for small molecules that induce DNA re-replication in MCF 10a normal breast cells. MCF 10A DNA re-replication, Hoechst nuclear intensity, 48 h. Potency, µM (doses to about 46.1 µM), for the others: top-dose activity, positive = re-replication, actives largely listed as activators. 2.9% of 350,000 active. AID 624296, 2012; note: potency is the fitted concentration of half-maximal effect; % of control where 0% means no effect; nearly all actives have a fitted effect of over 50% in size
Nrf2 ARE act = qHTS of Nrf2 Activators; AID 624171, 2012; AREc32 ARE-luciferase reporter (MCF7-derived line), luminescence, 24 h; 0.31% of 410,000 active; Potency, µM (doses to about 46.1 µM), for inactives: at the highest dose activation, most hits filed as activators; note: potency is the fitted concentration of half-maximal effect; % of control where 0% means no effect; nearly all actives have a fitted effect of over 65% in size
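Luminescent ARE reporter assay in AREc32_Fluc cells: overnight plating at 37 deg C, 24 hr compound incubation, Steady-Glo added, 30 min RT before reading.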
ATXN2 expr inh = Primary qHTS for Inhibitors of ATXN expression | Potency, µM (series often up to 57 µM), inactives show at the highest dose activity change, negative = inhibition, usual class: inhibitors | 0.72% of 360,000 active | HEK-293 ATXN2-luciferase reporter, luminescence, 24 h; note: potency is the fitted concentration of half-maximal effect; % is set by controls: 0 for no effect and ±100 for the full control effect; nearly all actives have a fitted effect of over 55% in size
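qHTS (up to 57 uM final) was run with 24 h compound exposure of reporter cells at 37 °C. Each well was multiplexed: SteadyGlo luminescence measured ATXN2-luciferase expression after a fluorogenic Gly-Phe-AFC viability readout (25 uM final).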
IL1B secr inh = qHTS for Inhibitors of Inflammasome Signaling: IL-1-beta AlphaLISA Primary Screen; THP-1 LPS/ATP IL-1B secretion, AlphaLISA, 16 h; active compounds read low; activity change, % at 57.5 µM; 4.7% of 360,000 active; in the data active = activity change below about -50%; inconclusive = mostly about -30% to -49%; note: % is set by controls: 0 for no effect and ±100 for the full control effect
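THP-1 cells pretreated 1 hr with compounds (up to 57.5 uM final), then stimulated with LPS (250 ng/mL final) plus ATP (1.25 mM final); secreted IL-1B measured by AlphaLISA after 16 hr, decreased signal indicating inhibition.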
Nrf2 block = Nrf2 qHTS screen for inhibitors. A549 ARE-Fluc reporter, luciferase luminescence, 18-24 h. Potency, µM (titrated, usually from 46 µM), for the others: top-dose activity change, negative = inhibition, hits mostly inhibitors. 2.1% of 360,000 active; note: potency is the fitted concentration of half-maximal effect; % is set by controls: 0 for no effect and ±100 for the full control effect; nearly all actives have a fitted effect of over 60% in size
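Concentration-response testing used A549 ARE_Fluc cells at 5000 cells/well. Following an 18-24 h compound incubation, viability was read by fluorescence (Ex 405/Em 525) and luciferase output by luminescence.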
ATXN viability = Viability Counterscreen for Primary qHTS for Inhibitors of ATXN expression; Potency, µM (doses to about 56.7 µM), usual class: cytotoxic; 0.49% of 400,000 active; S2 cells (HEK-293 line with an ATXN2-luciferase reporter) viability, CellTiter-Fluor protease fluorescence, 24 h; note: potency is the fitted concentration of half-maximal effect; nearly all actives have a fitted effect of over 40% in size
* = called active by the depositor; i = inactive; ? = inconclusive; / = no result given; & = joins results of further samples; [ ] = another dose, or the depositor's remark. Unless noted, calls come from the whole dose curve; as a rule, active = well fitted curve in the direction sought with a large enough effect; inconclusive = small, poorly fitted or top-dose-only effect, or another doubt; inactive = no such curve, though single readings can be large; an effect the other way counts as inactive or inconclusive. This is a random part of the collection; about 8.8% have a hit in one of these screens.

The line under a structure holds: HepG2 viability	TGFb SMAD3 inh	A549 viability	MCF10A rereplic	Nrf2 ARE act	ATXN2 expr inh	IL1B secr inh	Nrf2 block	ATXN viability
Cc1cc(C(F)F)n2nc(C(=O)Nc3sc4c(c3C(N)=O)CCC4)nc2n1
    3%	-6%	-6%	-2%	-0.3%	13%	?	24%	?
CC(NC(=O)Cc1ccc(Br)cc1)c1ccccc1 (stereo not given)
    -14%	?	9%	-2%	-0.1%	/	1	2%	i
CCOC(=O)N1CCN(Cc2nc3c(c(=O)n(C)c(=O)n3C)n2CCC(C)C)CC1
    -21%	-12%	-15%	-3%	0.4%	-15%	7	13%	?
COc1cccc(C2CC(C(F)(F)F)n3ncc(C(=O)NCc4ccco4)c3N2)c1 (stereo not given)
    -6%	?	-7%	-6%	-0.6%	0%	-18	-16%	i
Cc1cccc(C)c1NC(=O)c1cc2sccc2n1Cc1ccc(F)cc1
    -43%	-27%	2%	/	-0.2%	-9%	/	0%	i
CCOc1ccccc1N1CCN(C(=O)c2cc3ccccc3cc2OC)CC1
    -1%	-29%	?	2.1µM*	0.2%	-7%	-7	8%	?
CC(C)[C@H]1COCCS(=O)(=O)N1Cc1ccccc1-c1ccccc1
    4%	-4%	-1%	?	0.2%	-1%	10	-2%	i
O=C(Nc1cccnc1)c1cc2c(s1)-c1ccccc1OC2
    -37%	?	2%	0%	2.7%	/	5	?	i
O=C(Nc1cccc(Oc2ccccc2)c1)C1Cc2c(-c3ccccc3)ccnc2O1 (stereo not given)
    0%	-8%	/	/	-0.4%	-20%	?	/	i
C[C@H](CO)N1C[C@H](C)[C@@H](CN(C)Cc2ccc(C(F)(F)F)cc2)OCc2cnnn2CCCC1=O
    -29%	-10%	/	/	2.3%	-4%	4	/	i
CCCCC(=O)Nc1cc([N+](=O)[O-])ccc1F
    -5%	9%	-12%	-5%	0.6%	-25%	11	0%	?
CC(=O)NC(Cc1ccc(F)c(F)c1)C(=O)NC1CCN(c2c(Cc3ccccc3)c(C)nc3ncnn23)CC1 (stereo not given)
    -15%	-5%	-18%	8%	-0.4%	-13%	-3	-4%	i
COc1cccc2cc(S(=O)(=O)c3ccc(F)c(C)c3)c(=O)oc12
    0%	?	-6%	/	?	-4%	/	14%	i
NC(=O)c1ncn([C@@H]2O[C@H](CNCc3ccccc3OCc3ccc(Cl)cc3Cl)[C@@H](O)[C@H]2O)n1
    -14%	-5%	0%	3%	1.2%	0%	-23	1%	i
O=C(COC(=O)C12CC3CC(CC(Br)(C3)C1)C2)Nc1cccc(S(=O)(=O)N2CCOCC2)c1
    -1%	9%	2%	11%	2.8%	-22%	?	-4%	i
CCCNC(=O)C(=O)NCCC1=CCCCC1
    0%	3%	-2%	-1%	-0.3%	26%	-10	/	i
c1cc(-c2sc(-c3ccncc3)c(-c3ccncc3)c2-c2ccncc2)ccn1
    -35%	-14%	-7%	-6%	0.0%	15%&41%	/	?	/
Cc1ccc(N2C(=O)CSC23C(=O)Nc2ccccc23)cc1 (stereo not given)
    -10%	7%	-1%	-1%	0.2%	6%	0	25%	i
CC(C(N)=O)N1C(=O)C2C3C=CC(C3)C2C1=O (stereo not given)
    4%	-40%	-4%	0%	-0.7%	0%	-6	7%	i
CC(C)CNS(=O)(=O)c1ccc(CCC(=O)NCc2ccc(Cl)cc2)cc1
    -27%	?	-2%	3%	0.3%	-12%	-4	-23%	i

Following part:
The line under a structure holds: HepG2 viability	TGFb SMAD3 inh	A549 viability	MCF10A rereplic	Nrf2 ARE act	ATXN2 expr inh	IL1B secr inh	Nrf2 block	ATXN viability
CCOC(=O)c1sc2nc(C)cc(C)c2c1NC(=O)c1ccco1
    4%	0%	-8%	-3%	-0.8%	-4%	-6	-16%	i
Cc1cc(S(=O)(=O)NCCN2CCOCC2)ccc1Cl
    -9%	-4%	3%	8%	-0.8%	0%	-2	1%	i
COCCn1c(SCC(=O)c2ccc(C)cc2)nc2cc(C(=O)NC3CCCC3)ccc2c1=O
    1%	-1%	-1%	/	-0.1%	-1%	/	?	i
CC(NC(=O)COC(=O)CN1C(=O)C2CCCCC2C1=O)c1ccccc1 (stereo not given)
    -7%	0%	1%	-1%	-0.5%	-12%	-5	0%	i
Cc1cnc(C(=O)Nc2nccs2)cn1
    1%	0%	-1%	-3%	2.8%	16%	5	?	?
CC(C)(C)C1CCc2c(sc(NC(=O)CSc3ncn[nH]3)c2C#N)C1 (stereo not given)
    -89%	?	?	?	-1.3%	?	?	?	i
Oc1c(C(c2ccccn2)N2CCOCC2)ccc2cccnc12 (stereo not given)
    -45%	4µM*	-2%	?	6.7%	?	0	3%	?
O=C(C1=C(O)C(=O)N(CCOCCO)C1c1ccccn1)c1cccs1 (stereo not given)
    -13%	2%	-9%	0%	-0.8%	-1%	-4	-2%	i
C=CCN1CCN(C(c2ccc(OC)c(OC)c2)c2nnnn2C(C)(C)C)CC1 (stereo not given)
    4%	2%	-6%	0%	0.1%	3%	-4	10%	i
NC(=O)c1cccc(C(N)=O)n1
    19%	1%	-1%	?	1.7%	/	-16	-15%	i
CC(C)NC(=O)N(C)C[C@H]1OCc2cnnn2CCCC(=O)N([C@@H](C)CO)C[C@H]1C
    -1%	17%	/	/	-1.2%	-3%	19	/	i
CCCCCOc1ccc(C2C(C(=O)c3ccc(C)o3)=C(O)C(=O)N2c2cc(C)on2)cc1 (stereo not given)
    3%	-3%	?	-5%	4.2%	0%	15	?	?
COc1ccc(NC(=O)c2cccs2)cc1O
    1%	7%	3%	-2%	1.9%	31%	-19	?	i
O=C(c1ccc2ccccc2c1)C1CCCN(C(=O)CCn2cnnn2)C1 (stereo not given)
    -2%	-5%	-1%	-1%	-0.2%	-1%	2	4%	i
COC(=O)c1ccc(NC(=O)CS(=O)(=O)Cc2ccccc2)cc1
    21%	27%	8%	1%	-0.6%	-7%	2	29%	i
CCC(=O)N1CCN(c2ccc(NC(=O)c3ccc4c(c3)OCCO4)cc2)CC1
    -4%	7%	2%	0%	0.1%	21%	19	2%	i
CCCCc1ccc(NC(=O)Nc2c(C)n(C)n(-c3ccccc3)c2=O)cc1
    -6%	0%	-2%	11%	0.1%	-11%	-10	14%	i
O=c1c2ccccc2nc(-c2ccccc2)n1CCCN1CCOCC1
    -3%	3%	1%	?	0.8%	-9%	-6	0%	i
COc1cc([N+](=O)[O-])c(C(=O)N2CCOCC2)c([N+](=O)[O-])c1
    13%	-5%	-9%	-86%[inhibitor]	-0.2%	1%	21	5%	i
Cc1ccc(Nc2nc(COC(=O)C3CC3)cs2)cc1
    11%	-4%	5%	8%	3.7%	55%[activator]	-8	?	i

Some of the entries so far, with tabs.
Molecule	HepG2 viability	TGFb SMAD3 inh	A549 viability	MCF10A rereplic	Nrf2 ARE act	ATXN2 expr inh	IL1B secr inh	Nrf2 block	ATXN viability
CC(C)(C)C1CCc2c(sc(NC(=O)CSc3ncn[nH]3)c2C#N)C1 (stereo not given)	-89%	?	?	?	-1.3%	?	?	?	i
Oc1c(C(c2ccccn2)N2CCOCC2)ccc2cccnc12 (stereo not given)	-45%	4µM*	-2%	?	6.7%	?	0	3%	?
O=C(C1=C(O)C(=O)N(CCOCCO)C1c1ccccn1)c1cccs1 (stereo not given)	-13%	2%	-9%	0%	-0.8%	-1%	-4	-2%	i

Carrying on.
The line under a structure holds: HepG2 viability	TGFb SMAD3 inh	A549 viability	MCF10A rereplic	Nrf2 ARE act	ATXN2 expr inh	IL1B secr inh	Nrf2 block	ATXN viability
COC(=O)c1ccccc1NC(=O)CSc1nc(C)c(Cl)c(C)c1C#N
    -20%	-7%	-3%	/	0.7%	-6%	/	/	i
CC(C)c1ccc(S(=O)(=O)c2cnc(SCC(=O)Nc3ccc4c(c3)OCCO4)[nH]c2=O)cc1
    -3%	-4%	?	/	-1.1%	9%	/	2%[9.27 µM]	i
Cn1c(=O)[nH]c2ncn(C)c2c1=O
    -7%	0%	1%	-1%	-1.1%	-5%	31	-2%	i
COc1ccc(-n2cnc3cc(C(=O)NCCC4=CCCCC4)ccc32)cc1
    -43%	?	-1%	/	-1.6%	?	/	/	?
CC(=O)c1cccc(NC(=O)[C@H](Cc2ccccc2)N2Cc3ccccc3C2=O)c1
    3%	-35%	0%	/	3.9%	7%	/	3%	?
CC1=CC(C)(C)NC(=S)N1CCO
    1%	0%	2%	-2%	-0.1%	3%	-5	6%	i
COC(=O)CSc1nc(Cc2ccccc2)nc2ccccc12
    17%	1%	-8%	9%	7.1%	/	26	?	i
O=C(CCCC(=O)OCC(F)(F)C(F)F)Nc1ccccc1F
    13%	0%	3%	-47%[inhibitor]	0.2%	-4%	-12	-8%	i
Cc1nc(NC(=O)CSc2nnc(-c3ccc4c(c3)OCO4)o2)c(Cl)cc1Cl
    -5%	26%	1%	?	2.8%	34%[activator]	23	?	i
Oc1ccccc1C(=S)N1CCCCC1
    6%	-4%	0%	-4%	0.0%	4%	19	20%	i
CN1c2ccccc2N(C)C1c1ccc2c(c1)OCO2
    -1%	-19%	-14%	0%	-1.0%	-6%	29	?	i
COc1ccccc1CNC(=O)COC(=O)Cc1c(F)cccc1Cl
    -35%	-4%	-1%	0%	-0.6%	?	-21	-6%	i
